# From PubChem BioAssay
# pCIP destab – compounds decreasing mouse p/CIP protein stability | Q05BA5 | F442A p/CIP-EGFP cells, EGFP fluorescence, 16 h | decrease of EGFP signal, % at 10 µM | 290,000 compounds, 0.01% hits | AID 1984;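 active means EGFP signal decrease of at least 30% at 10 µM or well 3 SD below plate mean, unless failing retest; inactive means the rest, including hits failing retest or dose response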; further: some compounds called inactive have numbers as strong as hits; many of its hits are not listed in these tables
# SUMO HTRF inh – SUMOylation inhibition | P63279 | HTRF SUMOylation assay, SAE1/SAE2 + UBC9, in vitro | inhibition, % at 35 µM | 290,000 compounds, 0.36% hits | AID 2006; in the data active means inhibition above about 50%, passing the limit was not always enough; further: strong numbers were not always called active
# Target sequence (P63279 whole entry, looked up): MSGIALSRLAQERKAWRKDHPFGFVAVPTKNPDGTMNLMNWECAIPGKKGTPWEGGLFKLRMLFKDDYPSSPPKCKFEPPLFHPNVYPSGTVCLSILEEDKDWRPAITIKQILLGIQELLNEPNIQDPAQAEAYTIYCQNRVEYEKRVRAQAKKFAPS
# IDE cell activ – activators of human insulin-degrading enzyme in cells; activation, % at 5.96 µM; HEK cells, FAbeta-B cleavage, fluorescence polarization; 0% vehicle, 100% cell-free pure enzyme wells; AID 493087; 340,000 compounds, 0.073% hits; P14735;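 active means activation above the mean of all tested compounds plus 3 SD, set per screening campaign, cut at about 17% in these data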
# VIM-2 inhibitor – blocks Pseudomonas aeruginosa VIM-2 metallo-beta-lactamase | purified VIM-2, nitrocefin hydrolysis, epi-absorbance fluorescence | AID 1527 | 290,000 compounds, 0.89% hits | inhibition, % at 5.6 µM;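 active means inhibition above the mean of all tested compounds plus 3 SD, cutoff set per screening run, cut at about 7.5% in these data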;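 further: red hydrolysis product quenches plate fluorescence so inhibitors raise well fluorescence; 0% = enzyme with DMSO and 100% = DMSO without enzyme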
# NS3 helicase inh – HCV NS3 helicase inhibition; NS3 helicase DNA unwinding, Cy5 molecular beacon fluorescence; inhibition, % at 10.9 µM; AID 1800; 290,000 compounds, 0.56% hits;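 active means inhibition above the mean of all tested compounds plus 3 SD, set per campaign, cut at about 35% in these data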;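 further: 0% = DMSO wells and 100% = thioflavine S control wells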
#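 assay system = NS3 helicase fragment of HCV | buffer or medium = MOPS pH 6.5, MgCl2, DTT, Tween20, BSA | timing = 60 min unwinding reaction at 25 °C after ATP addition | signal = Cy5 beacon fluorescence read at start and 1 h | read-out basis = % inhibition of unwinding | control set = low DMSO, high thioflavine S at 110 µM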
# CRFR2-BP antag – antagonists of CRF-binding protein/CRF-R2 receptor complex; 350,000 compounds, 0.59% hits; HEK293 CRF-R2/CRF-BP, CRF-induced calcium fluorescence; inhibition, % at 11.8 µM;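 active means inhibition of the ligand-induced calcium signal above about 50% at the single tested concentration, limit read from the data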
# IDE inh – cellular human IDE inhibition | inhibition, % at 5.59 µM | P14735 | 320,000 compounds, 0.41% hits | HEK cells, FAbetaB cleavage, fluorescence polarization | AID 434962;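 active means percent inhibition above the average of all tested compounds plus 3 SD, set per screening campaign, cut at about 16% in these data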;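 further: IDE supplied by intact live HEK cells; FP after avidin binding of uncleaved biotin substrate so inhibition keeps polarization high; 0% = DMSO wells and 100% = 60 µM reference IDE inhibitor Ii1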
# GalR3 antag – human GalR3 antagonism. O60755. HEK293 GalR3-CNG cAMP membrane potential fluorescence; galR3 body fused to GalR1 C-terminus. inhibition, % at 3 µM. 360,000 compounds, 0.44% hits. AID 651719;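 active means inhibition above the screen-wide average plus 3 SD, cut at about 13% in these data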;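 further: forskolin and galanin both at EC90 stimulate the cells; cAMP rise reported by CNG channel membrane potential dye signal; 0% = forskolin plus galanin with DMSO and 100% = forskolin alone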
# Target sequence (O60755 1-299 limits assumed): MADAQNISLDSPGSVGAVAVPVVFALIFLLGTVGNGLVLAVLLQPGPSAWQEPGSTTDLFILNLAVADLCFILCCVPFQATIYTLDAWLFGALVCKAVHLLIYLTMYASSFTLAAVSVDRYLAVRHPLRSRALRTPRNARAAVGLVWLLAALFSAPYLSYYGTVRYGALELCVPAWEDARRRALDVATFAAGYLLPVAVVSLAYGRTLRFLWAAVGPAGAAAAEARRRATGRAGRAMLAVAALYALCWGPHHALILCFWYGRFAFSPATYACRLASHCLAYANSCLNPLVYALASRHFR
# IMP-1 inhibitor – inhibitors of Pseudomonas aeruginosa IMP-1 metallo-beta-lactamase; purified IMP-1, nitrocefin hydrolysis, epi-absorbance fluorescence; inhibition, % at 5.6 µM; 290,000 compounds, 0.45% hits; AID 1556;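 active means inhibition above the mean plus 3 SD of all compounds in the same screening run, cut at about 4.5% in these data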;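 further: 0% = IMP-1 with DMSO and 100% = DMSO wells lacking enzyme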
#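 Assay system: purified IMP-1; Quantity: IMP-1 0.2 nM before substrate addition; Medium: HEPES buffer pH 7.1 with ZnSO4 and Brij 35; Incubation: 15 min enzyme–compound preincubation, then 25 min nitrocefin reaction, 25 °C; Signal: fluorescence quenching readout, ex 480/em 530 nm; Controls: DMSO with and without IMP-1; Repeats: singlicate testing.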
# Starred values were filed as active, the others as inactive; x = not tested or not shown.
# Order of values: IDE cell activ	pCIP destab	VIM-2 inhibitor	NS3 helicase inh	IDE inh	SUMO HTRF inh	GalR3 antag	CRFR2-BP antag	IMP-1 inhibitor
> Cc1ccc([N+](=O)[O-])cc1NC1OC(CO)C(O)C1O (centres undefined)
    3	1	-3.9	4	6	5	-6	10	-2.0
> CCN(CC)C(=O)/C(=C/c1ccc(F)cc1)NC(C)=O
    0	-12	-3.1	-3	-2	-16	0	-7	-3.2
> O=C(Cc1ccc([N+](=O)[O-])cc1)Nc1ccc(O)cc1C(=O)O
    4	9	-0.7	1	0	2	-3	0	-0.9
> O=C(CSC1=Nc2ccccc2C2=NC(CC(=O)NCc3ccco3)C(=O)N12)NCc1ccco1 (centres undefined)
    -4	-4	-1.6	10	1	13	-5	-23	-4.5
> O=C(O)c1ccc(/C=N/NC(=O)C2CC2(c2ccccc2)c2ccccc2)cc1 (centres undefined)
    x	2	-1.6	26	2	0	1	x	-2.8
> Cc1ccc(C2CC(=O)Oc3cc(O)ccc32)cc1 (centres undefined)
    -2	-18	-1.2	0	-3	11	-7	-3	-4.3
> CC(=O)N1N=C(c2ccncc2)CC1c1ccccc1O (centres undefined)
    3	-26	-6.6	4	5	4	3	-1	-4.4
> O=C(Cc1ccccc1)NNC(=O)c1ccc(Br)o1
    1	-2	0.5	3	x	3	1	-5	-0.1
> COc1ccccc1CN(C)C(=O)c1cccc(S(=O)(=O)N2CCCc3ccccc32)c1
    -1	x	x	x	-2	x	-5	4	x
> COc1ccccc1C1C=C(c2ccccc2)Nc2nnnn21 (centres undefined)
    5	4	-4.8	-9	1	-14	-9	-12	-3.1
> CCOC(=O)N1CCC(NC(=O)C2CCCN(S(C)(=O)=O)C2)CC1 (centres undefined)
    -2	-7	0.0	-1	0	3	1	-4	-2.1
> O=C(NCCc1ccccc1)C1CCC(=O)N(CCCN2CCCC2=O)C1 (centres undefined)
    5	5	-0.8	-13	1	12	-10	19	-2.4
> Cn1cnnc1Sc1ccc(/C=C/C(=O)c2ccc(O)cc2)cc1[N+](=O)[O-]
    7	1	-1.0	3	-1	2	0	-9	-2.5
> O=C(CN1C(=O)CC(c2ccccc2)S(=O)(=O)c2ccccc21)N1CCCC1 (centres undefined)
    0	1	-0.5	0	-8	4	0	4	0.7
> CCOC(=O)c1cc(C#N)c(SCC(=O)c2cc(C#N)c(SC)nc2C)[nH]c1=O
    -13	-5	-1.2	-1	14	24	4	-3	-1.4
> O=C1c2ccccc2C(=O)N1CCc1ccccn1
    -1	-8	-0.1	5	-4	-11	-2	-14	-1.2
> CCOC(=O)C1CCN(C(=O)C(C)c2ccc([N+](=O)[O-])cc2)CC1 (centres undefined)
    -2	-18	-3.5	7	-2	23	-2	-4	-2.6
> C=CCn1c(CCNC(=O)c2cccs2)nnc1SCC(=O)Nc1cccc(Cl)c1C
    3	-16	-2.0	-5	-4	14	-2	-8	-5.8
> CCN(C(=O)CSc1ncccn1)c1cccc2ccccc12
    -1	x	x	x	6	x	-1	-3	x
> COc1cc(C(=O)NC2CC(C)(C)CC(C)(C)C2)ccc1OC1CCN(C(C)=O)CC1
    4	-11	-2.2	-11	x	11	-3	15	-3.7
> COC(=O)c1cn(NC(=O)Cc2ccc(OC)c(OC)c2)c(=O)c2ccccc12
    3	-1	-0.1	6	0	1	-3	-4	-1.9
> COc1cc(/C=N/NC(=O)C[n+]2ccccc2)cc(OC)c1OC
    1	-1	-3.1	5	-1	4	-2	13	-1.1
> Cc1ccc(NC(=S)N2CCC(NC(=O)c3ccc(C)cc3)CC2)cc1
    5	12	0.2	11	7	-4	-6	1	-2.1
> CC(Oc1ccc(S(=O)(=O)N2CCCC2)cc1[N+](=O)[O-])C(=O)NC(C)c1ccccc1 (centres undefined)
    4	x	x	x	0	x	-2	-2	x
> O=C(N/N=C/c1ccc([N+](=O)[O-])cc1)c1cccc2cc[nH]c12
    6	16	1.4	-4	-3	-9	-5	-4	-0.9
> CC1(C)CSC(=NCCc2ccccc2)N1C(=O)c1ccc(C#N)cc1
    6	20	-2.5	2	2	-3	-2	5	0.6
> O=C(NC(=S)NNC(=O)c1cnccn1)c1ccc(F)cc1
    -7	8	0.9	-10	1	-67	-4	2	-3.4
> NS(=O)(=O)c1cccnc1Nc1cccc(Cl)c1Cl
    -4	-18	-1.1	-6	2	1	-3	42	-1.0
> C=CCNC(=O)C1CCC(=O)N1S(=O)(=O)c1ccc(C)cc1 (centres undefined)
    8	-4	0.6	-3	4	-10	-8	-2	-2.4
> O=[N+]([O-])c1cc(-c2cnc3ccccc3n2)ccc1Oc1ccc(Cl)cc1
    2	-10	-3.5	-2	2	12	0	-13	-2.6
> COc1ccc2[nH]cc(C3N4CC5(C)CN3CC(C)(C4)C5=O)c2c1 (centres undefined)
    -1	3	-1.9	4	1	9	-3	-16	-1.8
> O=C(NN1C(=O)c2ccccc2C1=O)c1ccc2c(c1)C(=O)N(CC1CCCO1)C2=O (centres undefined)
    4	4	-4.2	-4	1	7	-2	6	-2.6
> COC(=O)C(C(=O)OC)C(C[N+](=O)[O-])c1ccc(OC)c(OC)c1 (centres undefined)
    0	-10	-2.6	-3	-2	-9	0	-14	-0.6
> COC(=O)c1c(NC(=O)CN2CCOCC2)sc2c1CCC(C)C2 (centres undefined)
    -1	-3	-2.3	0	3	1	-2	-5	-2.9
> COc1cccc(-n2nnnc2SCC(=O)Nc2cccc(NC(C)=O)c2)c1
    2	4	0.6	-1	-1	3	-6	14	-1.2
> O=Cc1cn(CC(=O)N2CCCCC2)c2ccccc12
    -3	-2	-1.8	12	7	0	-1	1	-0.3
> O=C(NCCOc1ccccc1)c1ncn[nH]1
    4	-6	-0.6	3	0	-4	-4	6	-0.1
> O=C1C(CSCc2ccccc2)NC(=S)N1c1ccccc1 (centres undefined)
    x	4	-3.1	-10	7	-2	3	-10	-2.0
> CC(Oc1ccc(Br)cc1)C(=O)NCC1(N2CCCCC2)CCCCC1 (centres undefined)
    3	x	x	x	1	x	-4	1	x
> CC(=O)Nc1ccc(S(=O)(=O)NCCC(=O)Nc2cccc(Cl)c2)cc1
    1	-4	-0.5	7	-2	16	-5	4	-2.3
> CC(=O)O[C@@H]1[C@@H](OC(C)=O)[C@H](n2ccc3cc([N+](=O)[O-])ccc32)OC[C@@H]1OC(C)=O
    7	x	-4.2	6	-2	x	-3	17	-2.5
> Cc1cc(C)c(S(C)(=O)=O)c(Oc2cccc(C(F)(F)F)c2)n1
    2	-8	-2.8	-2	-2	14	0	6	-2.3
> CCN1CCN(c2cc(C)c3cc(NC(=O)c4ccc(Br)o4)ccc3n2)CC1
    -1	7	-0.6	-27	6	-11	-2	6	-2.2
> CC[C@]12c3[nH]c4ccccc4c3CCN1C(=O)C(CC(=O)NC/C=C(\C)CCC=C(C)C)C[C@@H]2C(=O)N1CCN(C(=O)C2CC2)CC1 (some centres undefined)
    -2	x	x	x	-1	x	-5	3	x
> CCOC(=O)c1sc(NC(=O)CN2C(=O)c3cccc4cccc(c34)C2=O)nc1C
    5	-8	0.7	-3	3	11	-3	13	-2.0
> Cn1cc(Cl)c(-c2n[nH]c(=S)n2C2CCCCC2)n1
    0	-6	42*	2	2	-5	-5	-5	-0.4
> Cc1cc(C)cc(NC(=O)c2cccc(NC3=NC4CS(=O)(=O)CC4S3)c2)c1 (centres undefined)
    4	5	-3.3	-2	1	1	x	-19	-3.1
> O=C1CNCc2[nH]c3ccccc3c2N1c1ccccc1
    0	-7	0.7	-25	3	3	-4	-63	-1.1
> Cc1ccccc1OCCSc1nc(N(C)C)nc(N(C)C)n1
    5	-15	-4.0	4	1	-11	-2	-1	-0.6
> CCOC(=O)C1CCCN(C(=O)CCc2ccccc2)C1 (centres undefined)
    0	-4	-2.7	2	12	10	5	34	-3.0
> CCOC(=O)C1CCN(C(=O)C2CCCN2S(=O)(=O)c2ccc(Cl)cc2)CC1 (centres undefined)
    -1	-3	1.5	15	-4	3	-2	-3	-0.4
> O=C(CSc1nnc(-c2ccco2)n1-c1ccccc1)NCc1ccc2c(c1)OCO2
    6	-2	-2.8	-3	0	-20	-5	-13	-2.2
> O=C(Cc1ccc(-c2ccccc2)cc1)NCc1cccnc1
    -2	7	-0.9	-4	6	21	2	3	1.6
> O=C(COc1ccc(Cl)cc1Cl)NNC(=S)NC(=O)c1ccco1
    -3	-11	-2.4	12	-2	-14	-4	-20	-3.1
> COc1ccc(NC(=O)COc2ccc(N(C)S(=O)(=O)c3ccc(Cl)cc3)cc2)cc1
    7	x	x	x	0	x	-5	3	x
> CCc1ccc(C(=O)NNC(=O)c2cccc(N3C(=O)CCC3=O)c2)cc1
    4	x	x	x	2	x	-5	6	x
> O=C(NC(=S)Nc1cccc(NC(=O)c2ccccc2Cl)c1)c1cccs1
    0	2	1.2	11	1	-1	-4	-59	-1.0
> COc1ccc(CCNC(=O)C2CCN(S(=O)(=O)c3ccc4nc5c(c(C(=O)O)c4c3)CCCC5)CC2)cc1OC
    5	0	-1.2	16	-3	23	-6	-10	-2.0
> CC(C)C(=O)Nc1ccc(C(=O)NNC(=O)C(c2ccccc2)c2ccccc2)cc1
    6	-7	-3.0	-5	-4	-5	-6	25	-3.1
> COc1ccccc1/C=C/C=N/n1c(COc2ccccc2)n[nH]c1=S
    -1	-8	-1.3	-4	4	21	-3	16	-5.7

# A draw from above in order of SMILES length, highest first:
# Order of values: IDE cell activ	pCIP destab	VIM-2 inhibitor	NS3 helicase inh	IDE inh	SUMO HTRF inh	GalR3 antag	CRFR2-BP antag	IMP-1 inhibitor
> CC[C@]12c3[nH]c4ccccc4c3CCN1C(=O)C(CC(=O)NC/C=C(\C)CCC=C(C)C)C[C@@H]2C(=O)N1CCN(C(=O)C2CC2)CC1 (some centres undefined)
    -2	x	x	x	-1	x	-5	3	x
> CC(=O)Nc1ccc(S(=O)(=O)NCCC(=O)Nc2cccc(Cl)c2)cc1
    1	-4	-0.5	7	-2	16	-5	4	-2.3
> O=C1CNCc2[nH]c3ccccc3c2N1c1ccccc1
    0	-7	0.7	-25	3	3	-4	-63	-1.1

# (more compounds)
# Order of values: IDE cell activ	pCIP destab	VIM-2 inhibitor	NS3 helicase inh	IDE inh	SUMO HTRF inh	GalR3 antag	CRFR2-BP antag	IMP-1 inhibitor
> CCc1cc2c(-n3nc(C)cc3C)ncnc2s1
    9	7	-2.4	4	4	7	-7	10	-4.6
> COc1ccc(CCN2CCCn3c2nc2c3c(=O)n(Cc3ccccc3F)c(=O)n2C)cc1OC
    -1	-11	-3.6	6	2	12	1	13	-2.0
> O=C(O)CSCc1c(F)cccc1Cl
    0	-23	-1.5	6	0	12	-5	-15	-0.5
> Cc1ccc(NC(=O)C2CCCN(c3ncccn3)C2)c(C)c1 (centres undefined)
    -1	-1	-4.1	-1	4	3	-6	-10	-3.9
> Cc1cccnc1NC(=O)CSc1nnc(COc2ccc(C(C)C)cc2)n1C
    -2	-6	0.3	-6	2	8	-2	-12	-0.7
> CS(=O)(=O)N(CC(=O)N1CCCC1)c1cccc(F)c1
    -1	2	-0.7	-4	5	8	-9	-3	0.9
